MBNL1 CUG block: blocks human MBNL1 binding to CUG repeat RNA | AID 2675 | TR-FRET MBNL1-His/biotin-(CUG)12 binding, 665/545 ratio | Potency, µM (doses to about 57.5 µM), for the others: at the highest dose activity change, negative = inhibition, most hits filed as inhibitors | 0.036% of 280,000 active; active = well fitted inhibition curve with a large enough effect in the signal ratio, with a control signal flat, not every such curve was filed as active; inconclusive = small, poorly fitted or top-dose-only effect, or effect the other way, or a change in a side signal; inactive = no such curve, though single readings can be large or run the other way; the % refers to the signal ratio; also: % is scaled to controls: 0 for no effect and ±100 for the full control effect
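TR-FRET between His-tagged MBNL1 and biotin-(CUG)12 RNA, detected with Tb anti-His antibody (0.055 ng/ul) and streptavidin-XL665 (5 nM), 60 min at room temperature. Compounds titrated 92 nM to 58 uM; 665/545 nm ratio normalized to buffer and complex controls.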
uPA generation: cell surface uPA generation inhibition | cell surface uPA generation assay, qHTS | Potency, µM (doses to about 38.3 µM), for inactives: at the top dose activity change, negative = inhibition, usual class: inhibitors | 0.31% of 330,000 active | AID 540303; active = well fitted inhibition curve with a large enough effect; inconclusive = small, poorly fitted or top-dose-only effect; inactive = no such curve, though single readings can be large or run the other way; tested in mouse RAW 264.7 cells; also: % is scaled to controls: 0 for no effect and ±100 for the full control effect; nearly all actives have a fitted effect of over 55% in size
Rab9 promoter act: activators of Rab9 promoter. Potency, µM (titrated, usually from 9.22 µM), without a hit: at the top dose activation, negative = inhibition, actives largely listed as activators. 2.8% of 320,000 active. Huh7 Rab9 promoter-luciferase reporter, luminescence, 24 h; also: % of control where 0% means no effect; nearly all actives have a fitted effect of over 60% in size
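Steps: seed 1500 Huh7 Rab9-luc cells per well, rest 2 h at 37 °C; add compound in DMSO; incubate 24 h; add luciferase reagent, 10 min ambient; read luminescence.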
FLuc counter: inhibits or activates purified firefly luciferase, miR-21 counter-screen | P08659 | purified FLuc, Km substrates, luminescence inhibition | Potency, µM (titrated, usually from 57.5 µM), inactives show top-dose activity change, negative = inhibition, usual class: inhibitors | 6.9% of 360,000 active | AID 588342;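 also: plate controls were vehicle for no effect and reference inhibitor for full effect; nearly all actives have a fitted effect of over 55% in size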
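Biochemical qHTS of compounds, final roughly 60 µM downward over six points, against 10 nM purified firefly luciferase using Km concentrations of substrates (10 uM D-luciferin, 10 uM ATP) in Tris acetate pH 7.5 buffer; luminescence output.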
ELG1 genotoxic: genotoxicity induction in ELG1-luciferase HEK293T cells; 1.3% of 330,000 active; Potency, µM (titrated, usually from 46 µM), for the others: at the top dose activity change, positive = activation, actives largely listed as activators; HEK293T ELG1-luciferase reporter, luminescence, 16 h; also: % of control where 0% means no effect; nearly all actives have a fitted effect of over 60% in size
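Step 1: seed 2,000 HEK293T ELG1-luciferase cells per well. Step 2: add compound or DMSO, incubate 16 hr at 37 °C. Step 3: ONE-Glo, 30 min at room temperature, read luminescence.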
NPC1 promoter act: activates the NPC1 promoter. Huh7 NPC1 promoter luciferase reporter, 24 h. Potency, µM (titrated, usually from 9.22 µM), inactives show top-dose activation, hits mostly activators. 2.4% of 320,000 active. AID 485313;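 also: % of control where 0% means no effect; nearly all actives have a fitted effect of over 60% in size; reporter is driven by a mutant NPC1 promoter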
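Luciferase expression driven by the NPC1 promoter was measured in stably transfected Huh7 cells after a 24 h compound incubation, using a luciferase reagent and a luminescence read.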
p53 reactivator: restores transcriptional activity of mutant p53 | AID 504706 | Potency, µM (doses to about 92.2 µM), inactives show at the top dose activity change, positive = activation, usual class: activators | 0.063% of 320,000 active | H1299 p53-A138V BP100-luciferase reporter, luminescence, 24 h; also: % of control where 0% means no effect; nearly all actives have a fitted effect of over 45% in size
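H1299 (p53-null), stable ts p53-A138V + BP100-Luc; 1000 cells/well, Opti-MEM/10% FBS; cpd 4 pt, 1:5; 24 h, 37 deg C, 5% CO2; detection reagent 10 min RT; luminescence.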
Gal4-VP16 FLuc: counter-screen for ROR gamma inhibitors: Gal4-VP16 reporter | Drosophila S2 Gal4-VP16 UAS-luciferase, luminescence, 20 h | Potency, µM (top dose mostly 53.6 µM), without a hit: top-dose activity, negative = inhibition, hits mostly inhibitors | 3.5% of 310,000 active;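 also: Gal4-VP16 expression switched on by copper sulfate through the metallothionein promoter; % is scaled to controls: 0 for no effect and ±100 for the full control effect; nearly all actives have a fitted effect of over 50% in size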
MLL CXXC-DNA inh: inhibitors of human MLL CXXC domain-DNA interaction; Q03164; MLL-CXXC / FITC-HOXA9 DNA fluorescence polarization; Potency, µM (highest dose often 115 µM), for inactives: at the highest dose activity change, negative = inhibition, hits mostly inhibitors; 0.037% of 290,000 active; AID 2662; active = well fitted inhibition curve with a large enough effect in the polarisation, with a control signal flat, not every such curve was filed as active; inconclusive = small, poorly fitted or top-dose-only effect, or effect the other way, or a change in a side signal; inactive = no such curve, though single readings can be large or run the other way; the % refers to the polarisation
Target sequence (Q03164 whole entry, looked up, the tested form may be a part): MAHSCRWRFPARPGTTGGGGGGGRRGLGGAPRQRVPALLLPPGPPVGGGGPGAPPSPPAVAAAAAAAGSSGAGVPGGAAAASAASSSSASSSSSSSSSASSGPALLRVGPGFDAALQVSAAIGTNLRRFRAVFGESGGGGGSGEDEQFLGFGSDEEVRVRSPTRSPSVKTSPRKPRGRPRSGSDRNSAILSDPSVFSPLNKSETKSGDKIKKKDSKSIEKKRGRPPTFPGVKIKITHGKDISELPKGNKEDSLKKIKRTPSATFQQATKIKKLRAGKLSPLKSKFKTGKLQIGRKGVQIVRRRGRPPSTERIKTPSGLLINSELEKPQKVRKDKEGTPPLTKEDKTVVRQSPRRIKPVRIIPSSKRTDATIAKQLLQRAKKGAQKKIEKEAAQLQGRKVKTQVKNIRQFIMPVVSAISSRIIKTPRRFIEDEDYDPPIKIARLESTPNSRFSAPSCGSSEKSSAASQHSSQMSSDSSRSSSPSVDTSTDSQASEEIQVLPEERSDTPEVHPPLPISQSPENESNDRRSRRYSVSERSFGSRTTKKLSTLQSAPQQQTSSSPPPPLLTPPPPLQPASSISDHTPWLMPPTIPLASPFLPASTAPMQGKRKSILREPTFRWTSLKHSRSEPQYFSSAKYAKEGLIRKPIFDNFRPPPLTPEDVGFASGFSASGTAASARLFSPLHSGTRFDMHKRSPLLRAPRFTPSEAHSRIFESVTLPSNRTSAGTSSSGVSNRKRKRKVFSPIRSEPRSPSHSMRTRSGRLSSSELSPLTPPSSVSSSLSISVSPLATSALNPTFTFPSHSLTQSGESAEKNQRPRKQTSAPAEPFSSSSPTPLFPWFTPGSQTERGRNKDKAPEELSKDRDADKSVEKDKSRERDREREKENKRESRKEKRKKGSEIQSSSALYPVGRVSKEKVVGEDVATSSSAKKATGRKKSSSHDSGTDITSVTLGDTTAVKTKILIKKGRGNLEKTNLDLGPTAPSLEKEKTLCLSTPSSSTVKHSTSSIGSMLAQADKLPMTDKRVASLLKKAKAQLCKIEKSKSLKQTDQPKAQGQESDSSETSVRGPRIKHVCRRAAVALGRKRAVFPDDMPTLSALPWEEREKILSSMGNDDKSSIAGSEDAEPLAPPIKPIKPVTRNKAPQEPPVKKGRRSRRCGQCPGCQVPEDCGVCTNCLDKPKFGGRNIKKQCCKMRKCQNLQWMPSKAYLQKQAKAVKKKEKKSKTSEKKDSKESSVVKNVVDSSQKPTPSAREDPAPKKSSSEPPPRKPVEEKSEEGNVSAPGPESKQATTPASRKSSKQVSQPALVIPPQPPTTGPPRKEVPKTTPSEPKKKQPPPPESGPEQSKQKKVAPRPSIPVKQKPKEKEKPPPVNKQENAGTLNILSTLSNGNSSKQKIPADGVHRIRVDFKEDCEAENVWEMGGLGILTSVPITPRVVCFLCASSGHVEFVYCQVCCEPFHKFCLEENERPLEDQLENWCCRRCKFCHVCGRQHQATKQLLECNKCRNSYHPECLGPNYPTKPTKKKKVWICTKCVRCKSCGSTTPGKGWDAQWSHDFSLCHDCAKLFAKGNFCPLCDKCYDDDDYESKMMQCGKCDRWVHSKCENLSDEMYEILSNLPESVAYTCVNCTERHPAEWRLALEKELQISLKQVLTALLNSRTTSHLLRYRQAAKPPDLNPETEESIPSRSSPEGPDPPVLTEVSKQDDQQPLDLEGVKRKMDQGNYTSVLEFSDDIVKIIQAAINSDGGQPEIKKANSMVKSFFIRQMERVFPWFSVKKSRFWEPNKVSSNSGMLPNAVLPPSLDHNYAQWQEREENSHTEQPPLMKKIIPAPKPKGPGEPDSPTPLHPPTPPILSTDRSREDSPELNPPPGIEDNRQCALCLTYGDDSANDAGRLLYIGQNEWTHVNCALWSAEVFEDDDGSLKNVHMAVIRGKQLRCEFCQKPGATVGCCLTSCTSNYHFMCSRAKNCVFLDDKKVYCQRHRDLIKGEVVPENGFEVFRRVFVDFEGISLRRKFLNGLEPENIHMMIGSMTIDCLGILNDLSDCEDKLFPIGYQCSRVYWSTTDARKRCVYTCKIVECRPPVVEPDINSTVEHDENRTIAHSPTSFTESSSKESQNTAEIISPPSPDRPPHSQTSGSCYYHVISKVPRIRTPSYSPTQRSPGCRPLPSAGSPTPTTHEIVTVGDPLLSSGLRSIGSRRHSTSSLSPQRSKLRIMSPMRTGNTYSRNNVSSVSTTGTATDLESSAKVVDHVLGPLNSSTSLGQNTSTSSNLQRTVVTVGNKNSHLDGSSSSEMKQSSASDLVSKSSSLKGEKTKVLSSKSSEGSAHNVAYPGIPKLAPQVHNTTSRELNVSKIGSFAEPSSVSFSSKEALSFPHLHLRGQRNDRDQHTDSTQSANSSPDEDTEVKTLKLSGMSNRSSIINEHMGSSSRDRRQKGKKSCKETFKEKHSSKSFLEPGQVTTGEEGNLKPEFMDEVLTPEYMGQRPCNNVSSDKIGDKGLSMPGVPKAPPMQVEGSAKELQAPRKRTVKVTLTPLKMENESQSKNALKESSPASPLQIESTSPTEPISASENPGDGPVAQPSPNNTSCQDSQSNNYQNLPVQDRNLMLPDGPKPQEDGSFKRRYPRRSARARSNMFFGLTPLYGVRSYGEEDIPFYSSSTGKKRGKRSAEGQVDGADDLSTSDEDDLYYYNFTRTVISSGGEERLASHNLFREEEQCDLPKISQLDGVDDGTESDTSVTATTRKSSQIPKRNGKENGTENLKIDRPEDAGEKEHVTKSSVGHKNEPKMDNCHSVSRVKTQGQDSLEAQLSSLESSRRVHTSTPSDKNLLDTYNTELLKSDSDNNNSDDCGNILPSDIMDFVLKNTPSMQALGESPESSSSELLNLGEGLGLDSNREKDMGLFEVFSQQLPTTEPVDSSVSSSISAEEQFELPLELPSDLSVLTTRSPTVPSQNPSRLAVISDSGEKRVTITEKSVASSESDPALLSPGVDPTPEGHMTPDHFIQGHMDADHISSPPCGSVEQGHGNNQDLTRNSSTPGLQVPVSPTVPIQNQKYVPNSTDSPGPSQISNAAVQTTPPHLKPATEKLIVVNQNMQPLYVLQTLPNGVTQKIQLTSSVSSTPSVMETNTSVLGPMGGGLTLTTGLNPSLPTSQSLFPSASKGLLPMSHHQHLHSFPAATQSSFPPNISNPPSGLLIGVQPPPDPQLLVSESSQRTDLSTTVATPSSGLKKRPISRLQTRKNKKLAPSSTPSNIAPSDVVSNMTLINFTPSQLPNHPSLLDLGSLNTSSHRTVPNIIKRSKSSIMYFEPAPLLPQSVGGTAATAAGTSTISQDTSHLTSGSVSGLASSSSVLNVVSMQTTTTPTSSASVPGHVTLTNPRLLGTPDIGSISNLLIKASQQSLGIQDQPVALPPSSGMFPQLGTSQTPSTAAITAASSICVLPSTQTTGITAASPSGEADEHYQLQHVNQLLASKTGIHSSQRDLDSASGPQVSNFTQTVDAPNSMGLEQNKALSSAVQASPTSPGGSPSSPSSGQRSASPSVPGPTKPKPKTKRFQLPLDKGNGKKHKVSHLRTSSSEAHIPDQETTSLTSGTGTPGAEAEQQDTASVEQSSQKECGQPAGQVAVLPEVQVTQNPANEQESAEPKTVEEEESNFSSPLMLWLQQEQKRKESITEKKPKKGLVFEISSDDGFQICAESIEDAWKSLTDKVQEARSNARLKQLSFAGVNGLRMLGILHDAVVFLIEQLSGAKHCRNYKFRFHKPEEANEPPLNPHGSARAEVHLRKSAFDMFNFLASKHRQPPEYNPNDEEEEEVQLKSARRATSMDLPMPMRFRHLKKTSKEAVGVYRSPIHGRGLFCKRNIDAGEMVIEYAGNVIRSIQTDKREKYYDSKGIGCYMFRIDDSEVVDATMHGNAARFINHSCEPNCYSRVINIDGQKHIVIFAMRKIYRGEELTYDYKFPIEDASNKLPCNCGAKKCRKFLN
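Steps: dispense CXXC domain solution (7 uM) → pin compounds or unlabeled HOX-A9 DNA control → 5 min ambient → add FLSN-HOX-A9 solution (50 nM) → spin → 30 min ambient → fluorescence polarization. Tris pH 7.5/NaCl/DTT/BSA buffer.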
BRCA1 expr act: activators of BRCA1 expression. MCF7-BRCA1-FFLuc reporter, luminescence, 48 h; response scale: scaled: vehicle 0%, 10 µM genistein 100%. 1.1% of 380,000 active. Potency, µM (series often up to 46.1 µM), inactives show top-dose activation, actives largely listed as activators. AID 624202; also: nearly all actives have a fitted effect of over 80% in size; some results filed as inactive show a strong effect at the top dose
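MCF7-BRCA1-FFLuc cells, 2000/well in phenol-red-free MEM, attached 2 h then treated 48 h at 37 C. Luciferase luminescence read 15 min after reagent; normalized to genistein maximum activation (10microM) and DMSO, concentration-response fitted.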
RORgamma inh: blocks mouse ROR gamma transcriptional activity; 5.4% of 310,000 active; P51450; Drosophila S2 Gal4-RORgamma UAS-luciferase reporter, 20 h; AID 2551; Potency, µM (titrated, usually from 53.6 µM), for the others: top-dose activity change, negative = inhibition, actives largely listed as inhibitors; also: % is scaled to controls: 0 for no effect and ±100 for the full control effect; nearly all actives have a fitted effect of over 60% in size
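Compounds are pin-transferred onto Drosophila Schneider cells expressing a copper-inducible Gal4–ROR gamma transactivation domain fusion. After 1 hr, copper sulfate is added to 700 uM final; luciferase is read 20 hr later.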
* = called active by the depositor; u = inconclusive; x = no result given; [ ] = remark or other dose. Unless noted, calls follow the shape of the dose curve; as a rule, active = well fitted curve in the direction sought with a large enough effect; inconclusive = small, poorly fitted or top-dose-only effect, or another doubt; inactive = no such curve, though single readings can be large; an effect the other way counts as inactive or inconclusive. Potency is read from the fitted curve at half-maximal effect.

mol	MBNL1 CUG block	uPA generation	Rab9 promoter act	FLuc counter	ELG1 genotoxic	NPC1 promoter act	p53 reactivator	Gal4-VP16 FLuc	MLL CXXC-DNA inh	BRCA1 expr act	RORgamma inh
CCOC(=O)/C(=C/Nc1ccccc1)[N+](=O)[O-]	-11%	3%	-6%	3%	1%	-5%	0%	-8%	-1%	-12%	-13%
O=C(CSc1nc2cc(Cl)ccc2o1)NCCc1ccccc1	-1%	6%	-6%	3%	0%	1%	-7%	2%	42%[activator]	-43%	-23%
COc1cc(OC)cc(-c2nnc(SCc3cccc(C(=O)O)c3)o2)c1	-1%	0%	-8%	-1%	0%	-3%	-7%	7.1µM*	-20%	-25%	u
COc1ccc(/C=N/NC(=O)c2ccco2)cc1COc1ccc(F)cc1	-4%	1%	2%	2%	12%	-3%	5%	-5%	u	-13%	u
COc1ccccc1N(CC(=O)NC(C)(C)C)C(=O)CCC(=O)Nc1ccccn1	-3%	7%	2%	0%	-1%	2%	-20%	-6%	3%	-4%	4%
O=C(N/C(=C/c1cccnc1)C(=O)N1CCOCC1)c1ccccc1	x	-4%	-2%	0%	-1%	-2%	-1%	3%	13%	-8%	-6%
CCN(CC)S(=O)(=O)c1ccc2nc(CCl)[nH]c2c1	-5%	-9%	0%	0%	0%	2%	-3%	-19%	-19%	-5%	-8%
NC(=O)COC(=O)c1cc(-c2ccco2)nc2ccccc12	24%	-8%	0%	u	-1%	-3%	-10%	-3%	-5%	-1%	17%
O=C(CSCc1ccccc1)N1CCN(S(=O)(=O)c2ccc(F)cc2)CC1	-7%	5%	1%	3%	-4%	2%	-2%	23%	11%	18%	23%
CCNc1nc(NC(C)(C)C)nc(SC(C(C)=O)C(C)=O)n1	-6%	-10%	-12%	5%	1%	-10%	-9%	-22%	-3%	-81%	u
O=C(Nc1ccc2c(c1)OCO2)C(c1ccccc1)N1CCN(C(=O)c2ccco2)CC1 (configuration not stated)	-14%	2%	-1%	3%	6%	-5%	-4%	-7%	-4%	-34%	-3%
Nc1ccc(-c2nc3cc(N)ccc3s2)cc1	u	-13%	0.71µM*	0.67µM*	2.9µM*	0.5µM*	-2%	u	-11%	-6%	7.9µM*
c1ccc(Nc2nc(-c3ccncc3)cs2)cc1	22%	8%	4%	u	15%	0%	u	-9%	3%	51%	u
COc1ccc(/C=N/Nc2nc(=O)[nH]nc2C)cc1OC	u	-6%	10%	u	9%	-1%	9%	8%	-7%	5%	11µM*
CCOC(=O)N1CCN(CC(=O)Nc2c(C(=O)OC)[nH]c3ccc(Cl)cc23)CC1	9%	-11%	-13%	2%	-27%	0%	-1%	7.9µM*	1%	-50%	u
COc1cc(-c2n[nH]c(=S)n2-c2ccc(Br)cc2)cc(OC)c1OC	12%	-1%	2%	1%	3%	1%	49%	u	-3%	-18%	8.9µM*
COc1ccc(-c2cc(-c3ccc(Cl)cc3)n[nH]2)c(O)c1	-4%	-32%	2.5µM*	6µM*	u	1.8µM*	u	u	8%	u	8.9µM*
CCOc1ccc(CN2CCN(S(=O)(=O)c3ccc(NC(C)=O)cc3)CC2)cc1	-6%	-1%	-24%	-2%	0%	-9%	-2%	-6%	-9%	-37%	38%
COC(=O)C(CCSC)NC(=O)C12CC3CC(CC(C3)C1)C2 (configuration not stated)	4%	-3%	3%	1%	0%	-2%	0%	5%	14%	10%	9%
O=C(CCN1C(=O)C2CCCCC2C1=O)Nc1ccc(F)c(F)c1F (configuration not stated)	-1%	-2%	4%	0%	1%	-3%	1%	1%	8%	0%	-6%

RORgamma inh, what is marked active above.
mol,uPA generation,NPC1 promoter act,p53 reactivator,MLL CXXC-DNA inh,RORgamma inh
Nc1ccc(-c2nc3cc(N)ccc3s2)cc1,-13%,0.5µM*,-2%,-11%,7.9µM*
COc1ccc(/C=N/Nc2nc(=O)[nH]nc2C)cc1OC,-6%,-1%,9%,-7%,11µM*
COc1cc(-c2n[nH]c(=S)n2-c2ccc(Br)cc2)cc(OC)c1OC,-1%,1%,49%,-3%,8.9µM*
COc1ccc(-c2cc(-c3ccc(Cl)cc3)n[nH]2)c(O)c1,-32%,1.8µM*,u,8%,8.9µM*

Further results follow.
mol	MBNL1 CUG block	uPA generation	Rab9 promoter act	FLuc counter	ELG1 genotoxic	NPC1 promoter act	p53 reactivator	Gal4-VP16 FLuc	MLL CXXC-DNA inh	BRCA1 expr act	RORgamma inh
CCC(C)NC(=O)CNC(=S)N(Cc1ccc(F)cc1)C1CCCCC1 (configuration not stated)	-3%	1%	0%	-5%	-1%	-3%	2%	-4%	u	1%	0%
O=C1C2ON(c3ccc(Cl)cc3)C(c3ccco3)C2C(=O)N1c1ccccc1 (configuration not stated)	2%	-14%	0%	0%	0%	-1%	2%	u	7%	-25%	4%
C/C(=N\NC(=O)c1cccc(S(=O)(=O)N2CCOCC2)c1)c1cc2ccccc2o1	0%	-6%	-2%	-9%	-8%	-1%	3%	-15%	-27%	1%	-20%
NC(=O)CC12CC3CC(C1)CC(CC(N)=O)(C3)C2	0%	x	-1%	2%	-1%	-3%	2%	-5%	10%	-2%	15%
CCOc1ncccc1C(=O)OCc1ccc(C#N)cc1	4%	-13%	2%	-3%	3%	5%	20%	-1%	8%	-1%	-18%
COc1cc(C2CC(=O)c3cnc(N)nc3C2)cc(OC)c1OC (configuration not stated)	3%	x	1%	4%	0%	1%	-1%	3%	12%	-4%	-6%
COc1cccc(-c2ncc3ccccc3c2COC(=O)c2ccco2)c1	x	-5%	-4%	-15%	1%	-1%	-14%	x	x	21%	x
O=C(CN1C(=O)C2(OCCO2)c2ccccc21)c1ccc(Cl)cc1	-8%	x	1%	3%	-2%	-3%	-11%	-2%	-9%	-13%	11%
CC(C)(C)c1ccc(OCC(O)CN2CCN(c3ccccn3)CC2)cc1 (configuration not stated)	0%	8%	-9%	1%	0%	-5%	3%	1%	1%	-18%	-3%
CCCN1C2CCCC1CC(NC(=S)NCCCOCC)C2 (configuration not stated)	0%	-5%	-3%	1%	1%	2%	5%	-5%	1%	-5%	-17%
CC(=O)N1c2ccc(S(=O)(=O)N(C)CC(=O)N(C)Cc3ccccc3)cc2CC1C (configuration not stated)	0%	2%	0%	4%	-1%	-3%	7%	-5%	-1%	1%	5%
Oc1ccc(C=Nc2ccc3ncccc3c2)c(O)c1	u	x	13%	u	13%	11%	24%	u	6%	x	-6%[10 µM]
Cc1c(C(=O)N2CCCC2)sc(NC(=O)c2ccco2)c1C#N	u	5%	2%	-19%	-3%	8%	-4%	-6%	27%	21%	19%
Cc1ccc(S(=O)(=O)N2CCOC2CNC(=O)C(=O)NCc2ccc(Cl)cc2)cc1 (configuration not stated)	-8%	0%	1%	1%	-18%	-3%	-13%	-1%	16%	-43%	22%
O=C(CCN1CCOCC1)Nc1ccc(Cl)cc1	0%	12%	-3%	5%	1%	-5%	x	4%	0%	7%	-1%

Entries above containing a tert-butyl group:
mol	MBNL1 CUG block	uPA generation	Rab9 promoter act	FLuc counter	ELG1 genotoxic	NPC1 promoter act	p53 reactivator	Gal4-VP16 FLuc	MLL CXXC-DNA inh	BRCA1 expr act	RORgamma inh
COc1ccccc1N(CC(=O)NC(C)(C)C)C(=O)CCC(=O)Nc1ccccn1	-3%	7%	2%	0%	-1%	2%	-20%	-6%	3%	-4%	4%
CCNc1nc(NC(C)(C)C)nc(SC(C(C)=O)C(C)=O)n1	-6%	-10%	-12%	5%	1%	-10%	-9%	-22%	-3%	-81%	u
CC(C)(C)c1ccc(OCC(O)CN2CCN(c3ccccn3)CC2)cc1 (configuration not stated)	0%	8%	-9%	1%	0%	-5%	3%	1%	1%	-18%	-3%

Arranged by the number under uPA generation (descending): some entries from above.
smiles,uPA generation,NPC1 promoter act,p53 reactivator,MLL CXXC-DNA inh,RORgamma inh
COc1ccccc1N(CC(=O)NC(C)(C)C)C(=O)CCC(=O)Nc1ccccn1,7%,2%,-20%,3%,4%
COc1cc(-c2n[nH]c(=S)n2-c2ccc(Br)cc2)cc(OC)c1OC,-1%,1%,49%,-3%,8.9µM*
COc1ccc(-c2cc(-c3ccc(Cl)cc3)n[nH]2)c(O)c1,-32%,1.8µM*,u,8%,8.9µM*

Screens (PubChem)

An excerpt; the hit share may differ from the screen's.
